TbREL1 inh = TbREL1 inhibition, primary screen; hit rate 0.49% among 89,000; inhibition, % at 9.66 µM; TbREL1 RNA ligation, FRET fluorescence;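 active = inhibition above the mean inhibition across all screened compounds plus 3 SD, cut at about 11% in these data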;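 note: 0% = plate median of test wells and 100% = NSC42067 control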
Target sequence (P86926 whole entry, looked up): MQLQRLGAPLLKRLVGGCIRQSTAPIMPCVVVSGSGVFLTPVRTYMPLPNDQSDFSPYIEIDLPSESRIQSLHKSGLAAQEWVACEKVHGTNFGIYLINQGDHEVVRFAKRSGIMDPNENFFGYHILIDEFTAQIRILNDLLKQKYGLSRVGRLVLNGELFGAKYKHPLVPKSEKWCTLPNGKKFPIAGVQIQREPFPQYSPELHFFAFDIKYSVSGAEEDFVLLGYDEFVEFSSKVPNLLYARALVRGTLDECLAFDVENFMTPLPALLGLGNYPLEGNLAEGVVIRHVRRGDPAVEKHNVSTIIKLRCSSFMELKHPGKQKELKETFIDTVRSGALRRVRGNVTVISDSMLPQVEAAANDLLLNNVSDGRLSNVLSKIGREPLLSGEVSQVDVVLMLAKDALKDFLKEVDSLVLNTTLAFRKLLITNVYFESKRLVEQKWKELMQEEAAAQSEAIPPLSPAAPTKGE
* hit, by the source's call. An excerpt, so the mix of outcomes need not match the whole.

molecule,TbREL1 inh
CCOc1ccc(N2C(=O)c3cccnc3C2Nc2ccc(OC)cc2)cc1 (stereo unspecified),1.8
COCOCCn1cc(CN2CCS(=O)(=O)N(Cc3ccc(-c4ccc(OC)c(OC)c4)cc3)C(C)C2=O)nn1 (stereo unspecified),0.3
COc1ccc(-n2c(=O)c3ccccc3n(CC(=O)NC3CCCC3)c2=O)c(OC)c1,6.9
CN1OC[C@@H]2CN(C(=O)C(C)(C)C)[C@H](c3ccc(-n4ccnc4)cc3)C[C@@H]21,7.7
CC(=O)c1nn(-c2cccc(Br)c2)cc1C(=O)c1ccc(Br)cc1,6.0
C/C(=C\C(=O)c1ccc(C)o1)Nc1ccc2c(c1)OCO2,-3.4
CCS(=O)(=O)c1ccc2oc(SCC(=O)NC(C)C3CC4CCC3C4)nc2c1 (stereo unspecified),-0.7
Cc1cccc([C@@H]2[C@@H]3C(=O)N(Cc4ccccc4)C(=O)[C@@H]3[C@]3(CC(C)C)C(=O)N(c4cccc(F)c4)C(=O)N23)c1,1.4
CC(C)CC1(C(=O)NCCN2CCOCC2)C=CCN1C(=O)c1ccccc1 (stereo unspecified),0.4
COC(=O)c1c(-c2ccccc2OC)sc2ccc(OC)cc12,0.0
CN(C)CCCNCCCNC(=O)c1ccccn1,1.7
Cc1ccc(C)c2sc(N)nc12,-1.1
CC(C)[C@H](NC(=O)C1CCCC1)c1nc2ccccc2[nH]1,5.5
Cc1cccc(C)c1NC(=O)COC(=O)c1ccc(N2CCCC2)c([N+](=O)[O-])c1,3.0
Cn1c(CCN2CCOCC2)nc2cc(NC(=O)COc3ccc([N+](=O)[O-])cc3)ccc21,0.7
Cc1ccc(N(C(=O)c2ccco2)C(C(=O)NC2CCCC2)c2ccco2)c(C)c1 (stereo unspecified),-1.7
CC(=O)Oc1ccc(Cn2c(C)c(C(=O)NCc3cccc(C(F)(F)F)c3)sc2=O)cc1,-0.4
O=C(CSc1nc2ccccc2s1)Nc1ccc(Cl)c(C(=O)O)c1,-0.5
Cc1ccccc1Cc1c(C)nc2nc(SCC(=O)NCc3ccco3)nn2c1C,0.5
CCCn1c(CNC(=O)Cc2ccccc2)nc2ccccc21,6.6
NNc1nc(-c2ccccc2Cl)nc2ccccc12,0.6
O=C(CSc1ncnc2nc[nH]c12)N1CCN(c2ccc(Cl)cc2)CC1,0.2
COc1ccc(C(=O)CSc2nnc(-c3ccccn3)n2Cc2ccco2)cc1,-0.9
Nc1nc(NCC(=O)O)nc(NC2CCCCC2)c1[N+](=O)[O-],-1.1
CC(C)c1ccccc1NC(=O)[C@@H]1CCCN1S(=O)(=O)c1cccc2cccnc12,-3.8
CC(C1CC1)N(Cc1ccccc1)C(=S)Nc1cccc(C(F)(F)F)c1 (stereo unspecified),-1.7
CCOC(=O)N1CCc2c(sc3nc(SC(C)C)n(N)c(=O)c23)C1,-1.0
O=C(Nc1ccccc1F)c1cc2c(s1)-c1ccccc1S(=O)(=O)C2,-1.4
O=C(NCC1CCCO1)c1ccc(NS(=O)(=O)c2cccc([N+](=O)[O-])c2)cc1 (stereo unspecified),6.7
CCC1(C)Cc2c(C#N)c(N)n(-c3ccccc3)c(=O)c2CO1 (stereo unspecified),2.4
COc1ccc(N2CCN(CCCNC(=O)COc3ccc(C)cc3)CC2)cc1,-6.3
Cc1ccc(-c2cc(C(F)(F)F)n3nc(C(=O)Nc4c(C)n(C)n(-c5ccccc5)c4=O)cc3n2)cc1,2.3
O=C(Nc1ccccc1C(=O)N1CCCCC1)NC1CCCCC1,-1.0
COc1cccc(OC)c1C(=O)NC(=S)Nc1ccc2c(c1)OCCO2,1.7
CCc1ccc([C@H]2C(C(=O)O)=C[C@@H](C(C)(C)C)N2S(=O)(=O)c2ccc(C)cc2)cc1,-2.9
CCOC(=O)CNc1nc(C(C)(C)C)nc2c1nnn2Cc1ccccc1Cl,2.3
CC(=O)c1c(C)[nH]c(C(=O)CN(C)CC(=O)Nc2ccccc2Cl)c1C,-5.7
Cc1ccccc1NC(=O)CNc1ccccc1N1CCCCC1,-7.0
Cc1ccc(NC(=O)CS(=O)CC(=O)Nc2ccccc2-c2ccc(C)o2)cc1 (stereo unspecified),-0.9
Cc1ccc(/C=C/c2nc3ccccc3[nH]2)o1,-2.1
COc1ccc(Cn2cccc(NC(=O)Nc3ccc(C#N)cc3)c2=O)cc1,-2.2
C[C@H](CO)N1C[C@H](C)[C@@H](CN(C)Cc2ccccc2)Oc2c(NS(=O)(=O)c3cn(C)cn3)cccc2C1=O,-1.8
CN(/N=C/c1ccc(Cl)cc1)c1ncc(Cl)cc1C(F)(F)F,-0.9
CCCN1C2CCCC1CC(NC(=O)c1ccccc1)C2 (stereo unspecified),0.5
O=C(O)CSc1nccn1-c1cccc(Cl)c1,7.4
CN1CCN(/N=C2/C(=O)Nc3ccc([N+](=O)[O-])cc32)CC1,11.2*
CCN(Cc1ccccc1)C(=O)c1ccc(C)c(S(=O)(=O)N2CCCCC2)c1,-3.1
CC(=O)c1ccccc1NC(=O)CN1C(=O)NC2(CCCCCCC2)C1=O,-0.8
CC(C)C[C@H]1CN=C(Nc2ccccc2)N1CC(C)C,1.0
CCCN(CCC)CCc1cccc2c1CC(=O)N2,2.4
CCCCN(CCCC)CCCNC(=O)C1CC(c2cc(C(F)(F)F)cc(C(F)(F)F)c2)=NO1 (stereo unspecified),-0.1
Cc1cc(C)n2nc(SCC(=O)NCc3ccco3)nc2n1,2.9
Cc1nccn1CC(=O)c1ccc(O)c(O)c1,-2.3
Cc1ccc(-n2c(SCC(=O)c3ccc(Br)cc3)nnc2-c2ccncc2)cc1,-1.6
Cc1cc(C=O)c(C)n1-c1ccc(NC2CCCC2)c([N+](=O)[O-])c1,-0.4
CC(C)(C)c1ccccc1NC(=O)c1ccco1,1.1

Continuation.
molecule,TbREL1 inh
COc1ccc(CSc2nnc(SCC(=O)Nc3ccccc3C(F)(F)F)s2)cc1,-1.9
O=C(COC(=O)C1CC(=O)N(c2ccc3c(c2)OCCO3)C1)Nc1ccc2c(c1)CCC2 (stereo unspecified),4.4
COC(=O)CSC1=C(C#N)C(c2ccc(C(C)C)cc2)CC(=O)N1 (stereo unspecified),0.9
CN1CCN(CC(=O)Nc2c(C(=O)c3ccccc3)oc3ccccc23)CC1,4.8
CCCn1c(-c2cccc([N+](=O)[O-])c2)nc2c1c(=O)[nH]c(=O)n2Cc1ccccc1,-0.1
COc1ccc(NC(=O)c2ccc3ncsc3c2)c2ccccc12,0.8
CCN(CC(=O)Nc1ccc2c(c1)OCCO2)Cc1nc2cc(Cl)ccc2c(=O)[nH]1,-0.4
Cc1nnc(NC(=O)c2ccc3ccccc3n2)s1,-1.7
O=C(Nc1nc(=O)c2ccccc2s1)c1ccc(Cl)cc1,-0.3
COc1cccc(CC(NC(C)=O)C(=O)NC2CCN(c3nnnn3-c3ccccc3)CC2)c1OC (stereo unspecified),-2.5
c1ccc2[nH]c(CNc3nc(N4CCOCC4)nc4c3ncn4-c3ccsc3)nc2c1,4.9
CCCc1nc2c3ccccc3ccn2c1Cc1cccc(F)c1,-1.9
S=C(Nc1ccc2c(c1)OCO2)Nc1ccccc1Cl,1.0
COc1ccc(CNC(=O)COc2ccc(S(=O)(=O)N3CCOCC3)cc2C)cc1,-1.7
CN(C)CCOC(=O)C12CC3CC(CC(C3)C1)C2,0.6
O=C1C(Cl)=C(Nc2ccccc2O)C(=O)N1CCc1ccccc1,-2.1

Part of the list above in order of molecular weight, lowest first:
molecule,TbREL1 inh
Cc1nccn1CC(=O)c1ccc(O)c(O)c1,-2.3
CC(C)(C)c1ccccc1NC(=O)c1ccco1,1.1
CN(C)CCOC(=O)C12CC3CC(CC(C3)C1)C2,0.6
CCCN(CCC)CCc1cccc2c1CC(=O)N2,2.4
Cc1nnc(NC(=O)c2ccc3ccccc3n2)s1,-1.7
CC(C)C[C@H]1CN=C(Nc2ccccc2)N1CC(C)C,1.0
S=C(Nc1ccc2c(c1)OCO2)Nc1ccccc1Cl,1.0
O=C(Nc1nc(=O)c2ccccc2s1)c1ccc(Cl)cc1,-0.3
Cc1cc(C=O)c(C)n1-c1ccc(NC2CCCC2)c([N+](=O)[O-])c1,-0.4
O=C1C(Cl)=C(Nc2ccccc2O)C(=O)N1CCc1ccccc1,-2.1
COC(=O)CSC1=C(C#N)C(c2ccc(C(C)C)cc2)CC(=O)N1 (stereo unspecified),0.9
CC(=O)c1ccccc1NC(=O)CN1C(=O)NC2(CCCCCCC2)C1=O,-0.8
CN1CCN(CC(=O)Nc2c(C(=O)c3ccccc3)oc3ccccc23)CC1,4.8
CCCn1c(-c2cccc([N+](=O)[O-])c2)nc2c1c(=O)[nH]c(=O)n2Cc1ccccc1,-0.1
CCN(CC(=O)Nc1ccc2c(c1)OCCO2)Cc1nc2cc(Cl)ccc2c(=O)[nH]1,-0.4
c1ccc2[nH]c(CNc3nc(N4CCOCC4)nc4c3ncn4-c3ccsc3)nc2c1,4.9
COc1ccc(CNC(=O)COc2ccc(S(=O)(=O)N3CCOCC3)cc2C)cc1,-1.7
O=C(COC(=O)C1CC(=O)N(c2ccc3c(c2)OCCO3)C1)Nc1ccc2c(c1)CCC2 (stereo unspecified),4.4
Cc1ccc(-n2c(SCC(=O)c3ccc(Br)cc3)nnc2-c2ccncc2)cc1,-1.6
COc1ccc(CSc2nnc(SCC(=O)Nc3ccccc3C(F)(F)F)s2)cc1,-1.9
COc1cccc(CC(NC(C)=O)C(=O)NC2CCN(c3nnnn3-c3ccccc3)CC2)c1OC (stereo unspecified),-2.5
CCCCN(CCCC)CCCNC(=O)C1CC(c2cc(C(F)(F)F)cc(C(F)(F)F)c2)=NO1 (stereo unspecified),-0.1

More structures follow:
molecule,TbREL1 inh
O=C(CSc1nnc(NC2CCCCC2)s1)NC1CCS(=O)(=O)C1 (stereo unspecified),-0.2
CC(=O)N1Cc2ccccc2C(C)CC12CCCC2 (stereo unspecified),-0.1
CCCCN(C)c1c(N2CCC(C(=O)OCC)CC2)c(=O)c1=O,0.7
CCCCC[C@H]1CN(Cc2ccccc2)C(=O)[C@@H]1CC(=O)NCc1ccccc1,-1.5
CC(=O)c1ccc(NC(=O)c2ccc(C)c(S(=O)(=O)N3CCOCC3)c2)cc1,-2.2
Cc1ccccc1Nc1nnc(SCC(=O)NCc2cccs2)s1,2.9
Cc1cc(NC(=O)C(C)Oc2ccc(Cl)cc2Cl)no1 (stereo unspecified),1.7
COc1ccccc1N(C)S(=O)(=O)c1ccc(C(=O)Nc2nc(C)c(C(C)=O)s2)cc1,-1.8
O=C(NCC1CCCO1)c1ccccn1 (stereo unspecified),0.1
COc1ccc(N(CC(=O)NCc2ccco2)C(=O)CCC(=O)Nc2ccccn2)cc1,-0.9
O=C(CN1C2CCCC1CC(NC(=O)C1CCCCC1)C2)Nc1ccccc1 (stereo unspecified),-0.2
COc1ccc(OC)c(S(=O)(=O)NCC(=O)O)c1,-2.4
COc1cc(NC(=O)Cc2ccccc2)ccc1NC(=O)Cc1ccccc1,1.3
Cc1sc(NC(=O)C2CCCCC2C(=O)O)c(C(N)=O)c1C (stereo unspecified),5.6
COC(=O)c1c(NC(=O)Cc2cccs2)sc(C(=O)N2CCCCC2)c1C,-2.1
CCOCCCn1c(=NC(C)=O)c(C(=O)OCC)cc2c(=O)n3ccccc3nc21,7.0
Brc1ccc(-c2csc(-c3c[nH]c4ccccc34)n2)cc1,2.7
Cc1ccc(NC(=O)c2ccco2)c(NC(=O)Cc2cccs2)c1,2.0
Cc1cccc(N2CCN(C(=O)c3ccc(Cl)c(S(=O)(=O)NCc4ccco4)c3)CC2)c1C,-2.5
O=C(NNC(=O)C1CC(=O)N(Cc2ccccc2)C1)c1ccc(Br)cc1 (stereo unspecified),-1.4
CN(C)C=NC(=O)c1ccc([N+](=O)[O-])c(CS(=O)(=O)c2ccc(Cl)cc2)c1,-4.0
Clc1ccccc1C1=CC(c2ccco2)n2ncnc2N1 (stereo unspecified),-1.6
C=CCn1c(SCC(=O)Nc2cc(C)on2)nnc1-c1ccccc1OC,0.7
COc1ccc(C(=O)NCCC2=CCCCC2)cc1,-0.5

Retrieved by compound from the entries so far, 2 records:
molecule,TbREL1 inh
CCS(=O)(=O)c1ccc2oc(SCC(=O)NC(C)C3CC4CCC3C4)nc2c1 (stereo unspecified),-0.7
Cc1ccc(C)c2sc(N)nc12,-1.1

(list continues)
molecule,TbREL1 inh
FC(F)(F)c1cnc(/C=C/Nc2ccccc2Cl)c(Cl)c1,-1.3
COc1cccc(-c2ncc3ccccc3c2COC(=O)c2ccc(Br)cc2)c1,-0.1
Cc1cccc(NC(=S)N/N=C/c2ccc([N+](=O)[O-])s2)c1,-0.2
COc1cc(OC)c(/C=N/NC(=O)Cn2nc([N+](=O)[O-])cc2C)c(OC)c1,3.0
O=C(/C=C/c1ccco1)Nc1ccc(Oc2ccccc2)cc1,1.3
COc1ccc(S(=O)(=O)N(C)CC(=O)Nc2ccc(C)cc2)cc1OC,1.9
CCc1noc2c1/C(=N\O)CC(c1ccccc1)C2 (stereo unspecified),0.5
Cc1ccc(C2C(C#N)=C(N)Oc3c2oc(CO)cc3=O)o1 (stereo unspecified),0.2

Bioassay records: PubChem BioAssay, The Scripps Research Institute Molecular Screening Center
